KB-V1 MDR tox: KB-V1 MDR subline cytotoxicity | AID 1347076 | actives 3.4% (n = 400,000) | KB-V1 MDR cells viability, CellTiter-Glo, 72 h | Potency, µM (top dose mostly 46.1 µM), for the others: at the top dose activity change, negative = cytotoxicity, actives largely listed as cytotoxic; note: potency is the fitted concentration of half-maximal effect; % is set by controls: 0 for no effect and ±100 for the full control effect; nearly all actives have a fitted effect of over 60% in size
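Drug-selected KB-V1 cells, grown in DMEM lacking phenol red with 10% FBS, receive compound titrations; after three days at 37 degrees C, surviving cell ATP is quantified by CellTiter-Glo luminescence and responses normalized and curve-fitted.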
TDP43 rescue: TDP-43 toxicity inhibition in yeast | Potency, µM (series often up to 46.1 µM), for inactives: at the top dose growth rescue (activation), hits mostly activators | TDP-43 expressing yeast growth rescue, BacTiter-Glo, 24 h | actives 1.8% (n = 410,000) | AID 652104; note: potency is the fitted concentration of half-maximal effect; % of control where 0% means no effect; nearly all actives have a fitted effect of over 50% in size
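Yeast cells expressing TDP-43 under galactose induction are exposed to compounds for 24 hr at 30 deg C. BacTiter-Glo luminescence measures growth, so protective compounds score as activators.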
PTHR1 ag: agonists of human PTHR1 parathyroid hormone receptor; AID 743266; Potency, µM (titrated, usually from 115 µM), without a hit: at the highest dose activation, usual class: activators; actives 0.075% (n = 410,000); HEK293 GP2 PTHR1 cells, GloSensor cAMP luminescence, 1 h; note: potency is the fitted concentration of half-maximal effect; nearly all actives have a fitted effect of over 55% in size; some results filed as inactive show a strong effect at the top dose; inactives centre near -15; many of its hits are not listed in these tables
Target sequence (Q03431 whole entry, looked up): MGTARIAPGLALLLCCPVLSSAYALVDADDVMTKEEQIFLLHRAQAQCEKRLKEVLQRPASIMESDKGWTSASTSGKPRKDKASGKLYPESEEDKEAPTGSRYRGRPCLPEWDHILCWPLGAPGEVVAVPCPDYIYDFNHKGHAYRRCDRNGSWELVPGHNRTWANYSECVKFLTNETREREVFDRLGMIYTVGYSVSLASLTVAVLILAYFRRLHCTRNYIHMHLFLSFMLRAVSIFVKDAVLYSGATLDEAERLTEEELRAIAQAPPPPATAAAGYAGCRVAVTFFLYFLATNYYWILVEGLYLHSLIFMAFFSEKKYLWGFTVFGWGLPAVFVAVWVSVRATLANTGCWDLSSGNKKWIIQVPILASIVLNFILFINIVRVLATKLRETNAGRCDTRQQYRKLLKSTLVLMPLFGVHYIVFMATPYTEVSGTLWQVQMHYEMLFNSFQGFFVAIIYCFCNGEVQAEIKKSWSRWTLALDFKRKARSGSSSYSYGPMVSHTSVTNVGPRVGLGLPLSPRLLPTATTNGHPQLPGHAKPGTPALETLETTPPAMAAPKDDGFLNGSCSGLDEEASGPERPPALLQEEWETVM
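HEK-293-derived GP2 cells expressing PTHR1 and a GloSensor cAMP reporter, 3,000/well, plated overnight, given luciferin plus IBMX (each 0.5 mM as added) for 1 h at 37 °C, then compound for 1 h at 37 °C. Luminescence was read after 15 min at room temperature.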
DRD3 agonist: activates the human D3 dopamine receptor; P35462; D3R DiscoveRx beta-arrestin cells, luminescence, 90 min; max activation, %; actives 0.58% (n = 410,000); AID 652048; in the data active = max activation above about 30%; note: 0% is about no effect; mostly tested at two doses, the higher about 12 µM
Target sequence (P35462 whole entry, looked up): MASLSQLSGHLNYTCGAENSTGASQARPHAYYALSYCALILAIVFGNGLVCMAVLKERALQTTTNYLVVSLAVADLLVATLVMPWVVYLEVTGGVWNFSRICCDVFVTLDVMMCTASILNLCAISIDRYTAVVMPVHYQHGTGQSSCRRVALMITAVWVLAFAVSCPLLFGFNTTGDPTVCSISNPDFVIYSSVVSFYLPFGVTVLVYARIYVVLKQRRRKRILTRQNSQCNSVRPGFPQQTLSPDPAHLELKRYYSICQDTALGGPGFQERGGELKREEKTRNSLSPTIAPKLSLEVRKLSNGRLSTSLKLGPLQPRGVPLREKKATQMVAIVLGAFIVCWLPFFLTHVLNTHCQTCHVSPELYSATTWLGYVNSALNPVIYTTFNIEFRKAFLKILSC
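Agonist-mode cell screen: cells plated at 1500/well and incubated overnight at 37 °C, then exposed to library compounds for 90 min at 37 °C. Detection reagent was added for 30–60 min at room temperature, and luminescence was read.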
HEK293 tox: cytotoxicity in counter-screen for GLP-1R inverse agonists | AID 624418 | Potency, µM (titrated, usually from 38.3 µM), for inactives: at the top dose activity change, negative = inhibition, actives largely listed as inhibitors | HEK293 cAMP-luciferase reporter cells, luminescence, 24 h | actives 0.13% (n = 410,000);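 note: loss of luciferase light is scored as toxicity; potency is the fitted concentration of half-maximal effect; % is set by controls: 0 for no effect and ±100 for the full control effect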
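Step one: seed cells (200 cells/uL, DMEM with 10% Nu serum, 1% pen-strep). Step two: 12-hour incubation at 37 deg C. Step three: pin 23 nL compound, incubate 24 hr. Step four: add luciferase reagent, read luminescence 12 min later.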
DRD3 antagonist: blocks the human D3 dopamine receptor | D3R cells, DiscoveRx beta-arrestin luminescence, antagonist mode; stronger effect = lower value | max response, negative = inhibition, % | actives 2.5% (n = 360,000) | AID 652054; in the data active = max response below about -50%; inconclusive = no clear call, values can overlap the other calls; note: % is set by controls: 0 for no effect and ±100 for the full control effect; mostly tested at two doses, the higher about 12 µM
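Cells plated overnight at 1500 cells/well, then exposed to library compounds with dopamine controls for 90 minutes at 37 degrees C. DiscoveRx reagent added for 30–60 minutes at room temperature; luminescence read, quantitative HTS format.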
aSyn yeast inh: rescues yeast growth from alpha-synuclein toxicity; Yeast expressing alpha-synuclein, growth rescue, BacTiter-Glo, 24 h; Potency, µM (highest dose often 46.1 µM), for the others: top-dose growth rescue (activation), actives largely listed as activators; actives 0.14% (n = 370,000); AID 652106; note: potency is the fitted concentration of half-maximal effect; % of control where 0% means no effect; nearly all actives have a fitted effect of over 65% in size
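Screening used galactose-induced yeast with toxic alpha-synuclein levels, exposed to compound for 24 hr at 30 deg C. Cell growth, read with BacTiter-Glo luminescence, gave the measured signal.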
GLP1R inv ag: inverse agonists of human GLP-1 receptor. HEK293 GLP-1R CRE-luciferase, luminescence, 24 h; GLP-1R form is constitutively active. Potency, µM (titrated, usually from 38.3 µM), for inactives: top-dose activity change, negative = inhibition, actives largely listed as inhibitors. actives 1.6% (n = 410,000); note: potency is the fitted concentration of half-maximal effect; % is set by controls: 0 for no effect and ±100 for the full control effect; nearly all actives have a fitted effect of over 55% in size
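Constitutively active GLP-1R drives a cAMP-responsive luciferase in stably transfected HEK293 cells; test compounds are added after overnight (12 h) attachment and left 24 hr, and signal loss in luminescence marks inhibition.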
GLP-1R agonist: activates the human GLP-1 receptor; P43220; HEK293 GLP-1R CRE-luciferase, luminescence, 4-6 h; cells express a hypersensitive GLP-1R form; Potency, µM (highest dose often 45.6 µM), inactives show top-dose activation, hits mostly activators; actives 0.007% (n = 380,000); AID 624172; note: potency is the fitted concentration of half-maximal effect; % of control where 0% means no effect
* hit, by the source's call; i = inactive; ? = inconclusive; nt = not tested or not shown; & = joins results of further samples; [ ] = another dose, or the depositor's remark. Unless noted, calls come from the whole dose curve; as a rule, active = well fitted curve in the direction sought with a large enough effect; inconclusive = small, poorly fitted or top-dose-only effect, or another doubt; inactive = no such curve, though single readings can be large; an effect the other way counts as inactive or inconclusive.

molecule | KB-V1 MDR tox | TDP43 rescue | PTHR1 ag | DRD3 agonist | HEK293 tox | DRD3 antagonist | aSyn yeast inh | GLP1R inv ag | GLP-1R agonist
Cc1sc(NC(=O)C2C3CCC(O3)C2C(=O)O)nc1-c1ccc(CC(C)C)cc1 (stereo not drawn) | 3% | -2% | -17% | 6 | ? | -5 | -13% | ? | 2%
COc1ccc(C(=O)COC(=O)CCNS(=O)(=O)c2ccccc2)cc1Br | 6% | -1% | i | -6 | 11% | -15 | -6% | 21% | 3%
Nc1ccc(C(=O)O)cc1 | -3%&21%&17% | ? | 4%&-15%&-6% | 0&15&17&-11 | 5%&-2%&3% | -13&1&-4 | -3%&2%&1% | 10%&4%&5% | -5%&-2%&-1%&16%
N#Cc1ccc(NC(=O)COC(=O)CCNS(=O)(=O)c2ccccc2)cc1 | 5% | 14% | 0% | 1 | -14% | 0 | 1% | 3% | 8%
NC(=O)c1ccc[n+](CC(=O)c2ccccc2)c1 | 2% | -21%[1.82 µM] | 2% | -3 | -13% | 19 | -6% | 9% | 11%
Clc1ccccc1-c1nnc2n1CCCCC2 | -2% | 10% | i | 2 | -3% | 4 | -4% | 5% | -1%
COC(=O)CSc1nc2ncccc2[nH]1 | 11% | -8% | -9% | 19 | -11% | -5 | -1% | -9% | -9%
COc1ccccc1N1CCN(C(=O)COc2cc(C)cc3oc(=O)cc(C)c23)CC1 | ? | 18% | -66%[inhibitor] | 2 | 0% | -1 | -5% | 9% | 9%
O=C(CCC(=O)OCc1ccc([N+](=O)[O-])cc1)Nc1ccc(F)cc1 | -3% | 25% | i | -3 | -6% | -10 | -2% | 7% | -3%
O=C(Nc1cccnc1)c1ccc(Cl)c(S(=O)(=O)N2CCCCCC2)c1 | ? | -16% | -17%[57.5 µM] | -8 | -14% | 6 | 7% | 0% | 14%
O=C(O)Cc1sc(Nc2cccc3ccccc23)nc1-c1ccc(Cl)cc1 | 6% | 10% | i | 1 | 0% | -9 | 2% | 6% | 1%
Cn1nc(C(=O)OCC(=O)Nc2ccc(Cl)cc2Cl)c2ccccc2c1=O | 0% | 7% | -18% | 2 | -4% | -2 | -1% | 4% | 1%
O=C1C=C(N2CCOCC2)CO1 | 6% | -3% | i | -2 | 21% | 14 | 1% | 4% | -2%
CCc1nnc(NC(=O)c2ncc(Cl)c(Cl)c2Cl)s1 | -18% | 10% | i | -7 | -2% | 1 | -11% | 9% | 1%
Cc1sc2nnn(CC(=O)N3CCN(C(=O)c4ccco4)CC3)c(=O)c2c1C | 5% | -26% | -23%[57.5 µM] | 2 | -21% | 14 | 4% | ? | 7%
COc1ccc(C2C3=C(CC(C)(C)CC3=O)Nc3nc(C)nn32)cc1OC (stereo not drawn) | 11% | 9% | 10% | -2 | 6% | 12 | -12% | 12% | -3%
Cc1cc(-n2c(C)cc(C(=O)COc3cc(F)ccc3[N+](=O)[O-])c2C)no1 | 9% | 19% | i | 3 | 4% | 6 | -4% | -12% | 6%
COc1ccc(NC(=O)CSc2nc(C)cs2)cc1 | 22% | -2%[9.22 µM] | i | -1 | -5% | 5 | 0% | -8% | 12%
Cc1cc(=O)n(CC(=O)N2CCN(c3ccc(F)cc3)CC2)c2c1c(C)nn2C | -23% | 11µM* | -4% | 7 | -8% | nt | nt | -27% | nt
Cc1cc(C)cc(N(CC(=O)NCC2CCCO2)S(=O)(=O)c2c(C)noc2C)c1 (stereo not drawn) | 3% | -5% | -2% | -7 | 6% | ? | 4% | -10% | 0%
CCOc1cc(C#N)c(NC(=O)Cn2nnc3ccccc32)cc1OCC | 11% | 2% | i | -1 | 6% | 21 | 3% | 27% | 0%
O=C(N/N=C/c1ccc2c(c1)OCO2)c1ccc(Cl)cc1Cl | 29% | -3% | i | 1 | -9% | 0 | 2% | -30% | 8%
COc1ccc(CNCc2c(C(=O)N(C)C)nc3ccc(Cl)cn23)c(OC)c1 | 6% | 15% | i | 2 | 4% | 12 | 6% | 2% | 0%
CCOC(=O)c1ccc(COC(=O)CCc2nc(-c3ccccc3)c(-c3ccccc3)o2)cc1 | 16% | -5% | i | 16 | -10% | -5 | 8% | -8% | 12%
O=C(c1ccc(S(=O)(=O)Cc2cc(F)ccc2F)c([N+](=O)[O-])c1)N1CCCCC1 | ? | 14% | i | 4 | ? | 0 | 0% | ? | -32%[inhibitor]
O=C(COc1cccc(Cl)c1)Nc1ccccc1N1CCCCC1 | ? | 9% | i | 5 | -4% | 4 | 1% | -6% | -6%
COc1cccc(-c2nn3c(-c4cccc(C)c4)nnc3s2)c1 | -8% | 0% | -27%[57.5 µM] | 2 | 3% | -2 | -1% | 0% | ?
COc1ccc(-n2ccnc2CN2CCCC(CO)(Cc3cccc(OC)c3)C2)cc1 (stereo not drawn) | ? | 2% | i | -4 | 96%[activator] | -22 | -4% | ? | 13%
Cc1ccc(-c2nc(CSc3nc4ccccc4c(=O)n3C)cs2)cc1 | 12µM* | 17% | 0% | 4 | -1% | 1 | 10% | 0% | -8%
COc1ccccc1NC(=O)N1CCN(c2ccnc3cc(Cl)ccc23)CC1 | -21% | 6% | -39%[inhibitor] | 12 | -6% | 12 | -7% | ? | -5%
COc1cccc(C(=O)N2CCC(c3nc4ccccc4s3)CC2)c1 | -24% | 0% | -18% | 10 | 3% | nt | nt | -11% | nt
Cc1ccc(NC(=O)C(=O)NCc2ccco2)cc1 | 26% | 5% | -47%[inhibitor] | -2 | 3% | nt | nt | 10% | nt
C/C(CCc1ccc2c(c1)OCO2)=N\NC(=O)c1ccc(C)cc1C | 28% | -13%[9.22 µM] | -5% | 0 | 7%[7.66 µM] | 0 | -2% | 39%[activator][7.66 µM] | 5%
COc1ccc(Br)cc1CNC(=O)C1CCCN(S(C)(=O)=O)C1 (stereo not drawn) | -26% | -15% | -19%[57.5 µM] | 2 | 4% | 16 | -8% | 28% | -6%
Cc1ccc(NC(=O)CCc2nnc(SCC(=O)Nc3ccccc3C)n2C)cc1Cl | 2% | -8% | -16%[57.5 µM] | -2 | -16% | 8 | 0% | 7% | -1%
O=C(NCc1ccco1)C(=O)NCC1OCCN1S(=O)(=O)c1ccc(Br)cc1 (stereo not drawn) | 0% | -17% | i | 23 | -12% | 15 | 4% | 16% | 8%
Cc1cc(C)n(C(=O)CNC(=O)Cc2ccccc2)n1 | 13% | -19% | -7%[57.5 µM] | 21 | -17% | 10 | -2% | 0% | -7%
Cc1ccc(C)c(CSc2nc3c([nH]c4ccccc43)c(=O)n2C)c1 | nt | 2% | i | -1 | 5% | nt | nt | 8% | nt
COCCn1c(Sc2ccccc2)nc2c1c(=O)[nH]c(=O)n2C | 0% | 3% | i | 3 | 6% | 0 | -6% | 90%[activator] | 10%
CCOc1ccc(OCC(=O)OCC(=O)NCC2CCCO2)cc1 (stereo not drawn) | -5% | 11% | -13% | -1 | -17% | 4 | 1% | 2% | -1%

Compound profiles, as listed above. Values in the order: KB-V1 MDR tox, TDP43 rescue, PTHR1 ag, DRD3 agonist, HEK293 tox, DRD3 antagonist, aSyn yeast inh, GLP1R inv ag, GLP-1R agonist
C/C(CCc1ccc2c(c1)OCO2)=N\NC(=O)c1ccc(C)cc1C across the screens: 28%, -13%[9.22 µM], -5%, 0, 7%[7.66 µM], 0, -2%, 39%[activator][7.66 µM], 5%
COCCn1c(Sc2ccccc2)nc2c1c(=O)[nH]c(=O)n2C across the screens: 0%, 3%, i, 3, 6%, 0, -6%, 90%[activator], 10%
COc1ccc(Br)cc1CNC(=O)C1CCCN(S(C)(=O)=O)C1 (stereo not drawn) across the screens: -26%, -15%, -19%[57.5 µM], 2, 4%, 16, -8%, 28%, -6%

Laid out differently: results already given
COc1ccc(C(=O)COC(=O)CCNS(=O)(=O)c2ccccc2)cc1Br
  KB-V1 MDR tox = 6%; TDP43 rescue = -1%; PTHR1 ag = i; DRD3 agonist = -6; HEK293 tox = 11%; DRD3 antagonist = -15; aSyn yeast inh = -6%; GLP1R inv ag = 21%; GLP-1R agonist = 3%

Nc1ccc(C(=O)O)cc1
  KB-V1 MDR tox = -3%&21%&17%; TDP43 rescue = ?; PTHR1 ag = 4%&-15%&-6%; DRD3 agonist = 0&15&17&-11; HEK293 tox = 5%&-2%&3%; DRD3 antagonist = -13&1&-4; aSyn yeast inh = -3%&2%&1%; GLP1R inv ag = 10%&4%&5%; GLP-1R agonist = -5%&-2%&-1%&16%

N#Cc1ccc(NC(=O)COC(=O)CCNS(=O)(=O)c2ccccc2)cc1
  KB-V1 MDR tox = 5%; TDP43 rescue = 14%; PTHR1 ag = 0%; DRD3 agonist = 1; HEK293 tox = -14%; DRD3 antagonist = 0; aSyn yeast inh = 1%; GLP1R inv ag = 3%; GLP-1R agonist = 8%

NC(=O)c1ccc[n+](CC(=O)c2ccccc2)c1
  KB-V1 MDR tox = 2%; TDP43 rescue = -21%[1.82 µM]; PTHR1 ag = 2%; DRD3 agonist = -3; HEK293 tox = -13%; DRD3 antagonist = 19; aSyn yeast inh = -6%; GLP1R inv ag = 9%; GLP-1R agonist = 11%

Compound activity deposited in PubChem BioAssay by National Center for Advancing Translational Sciences (NCATS).

Only part of the results is shown; rates above refer to the full screens.
